SENP7 block: SENP7 protease inhibitors, primary screen, biochemical, luminescence, uHTS; Sentrin-specific protease 7 (Homo sapiens), Q9BQF6; recombinant SENP7, Z-RLRGG-aminoluciferin luminescence, 40 min; inhibition, % at 5 µM; hit rate 1.5% among 330,000; AID 434973, 2010;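 active = inhibition above about 50% at the single test dose, limit read from the data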;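 note: plate controls were DMSO with enzyme for no effect and no enzyme buffer wells for full effect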
Target sequence (Q9BQF6 706-1050 limits assumed): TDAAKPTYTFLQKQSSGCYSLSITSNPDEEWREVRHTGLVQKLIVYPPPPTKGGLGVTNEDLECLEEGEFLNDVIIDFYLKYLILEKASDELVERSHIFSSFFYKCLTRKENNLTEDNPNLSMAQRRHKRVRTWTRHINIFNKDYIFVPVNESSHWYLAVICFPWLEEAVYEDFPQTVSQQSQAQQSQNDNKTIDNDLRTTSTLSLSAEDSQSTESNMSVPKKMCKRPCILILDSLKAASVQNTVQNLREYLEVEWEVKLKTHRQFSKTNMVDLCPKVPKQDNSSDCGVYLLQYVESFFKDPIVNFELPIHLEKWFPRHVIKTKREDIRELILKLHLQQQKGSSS
SENP8 block-1: human SENP8 protease inhibitors, primary screen, biochemical, fluorescence, Nedd8 protein substrate, uHTS; hit rate 0.64% among 360,000; recombinant SENP8; inhibition, % at 20 µM; AID 602440, 2012; in the data active = inhibition mostly above about 40%, no sharp cut-off; inactive = mostly below about 27%
Target sequence (Q96LD8 whole entry, looked up): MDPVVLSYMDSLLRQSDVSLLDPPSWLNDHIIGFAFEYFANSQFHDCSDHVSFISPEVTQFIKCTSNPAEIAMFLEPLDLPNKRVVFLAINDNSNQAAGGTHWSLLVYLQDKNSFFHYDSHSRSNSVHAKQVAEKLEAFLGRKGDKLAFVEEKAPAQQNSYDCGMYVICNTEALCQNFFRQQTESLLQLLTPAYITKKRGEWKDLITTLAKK
SENP8 block-2: SENP8 protease inhibitors, primary screen, biochemical, luminescence. inhibition, % at 10 µM. AID 2540, 2010. hit rate 1.2% among 330,000. purified SENP8, Z-RLRGG-aminoluciferin cleavage; in the data active = inhibition above about 50%
APOBEC3G inh: APOBEC3G DNA deaminase inhibitors, primary screen, biochemical, fluorescence, single-stranded DNA substrate, uHTS. DNA dC->dU-editing enzyme APOBEC-3G (Homo sapiens), Q9HC16. recombinant A3G, ssDNA deamination FAM/TAMRA fluorescence. inhibition, % at 20 µM. hit rate 0.28% among 330,000;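 active = inhibition of at least 40% at 20 µM, with no more than 30% in the related APOBEC3A deaminase screen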;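 note: plate controls were DMSO wells with A3G for no effect and wells lacking A3G enzyme for full effect; some compounds called inactive have numbers as strong as hits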
SENP6 block: SENP6 protease inhibitors, primary screen, biochemical, luminescence, uHTS; Recombinant SENP6 catalytic domain, aminoluciferin luminescence; Sentrin-specific protease 6 (Homo sapiens), Q9GZR1; AID 2599, 2010; hit rate 1.8% among 330,000; inhibition, % at 10 µM;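 active = inhibition above about 50% at the single tested dose, limit read from the data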;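 note: plate controls were DMSO wells with enzyme for no effect and DMSO wells lacking enzyme for full effect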
Target sequence (Q9GZR1 628-1112 limits assumed): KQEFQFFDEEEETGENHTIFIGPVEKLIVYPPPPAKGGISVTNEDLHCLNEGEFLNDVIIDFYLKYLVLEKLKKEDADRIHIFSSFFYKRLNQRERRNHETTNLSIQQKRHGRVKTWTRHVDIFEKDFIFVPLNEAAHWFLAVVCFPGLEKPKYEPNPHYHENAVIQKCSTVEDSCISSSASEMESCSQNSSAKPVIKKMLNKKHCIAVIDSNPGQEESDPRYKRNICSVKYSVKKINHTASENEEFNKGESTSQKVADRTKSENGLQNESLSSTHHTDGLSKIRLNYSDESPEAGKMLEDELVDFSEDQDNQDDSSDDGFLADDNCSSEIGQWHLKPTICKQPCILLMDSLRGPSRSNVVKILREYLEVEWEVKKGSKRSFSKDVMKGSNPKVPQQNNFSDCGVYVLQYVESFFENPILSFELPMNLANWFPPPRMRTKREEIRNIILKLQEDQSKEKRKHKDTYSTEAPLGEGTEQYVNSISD
Apaf1 inhib: inhibitors of human Apaf-1 apoptosome, primary screen, biochemical, DEVD-Rh110 fluorescence, uHTS | reconstituted apoptosome caspase-3 activity | inhibition, % at 20 µM | hit rate 0.71% among 330,000; active = inhibition of at least 40% at 20 µM;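 note: plate controls were DMSO wells for no effect and DEVD-CHO caspase inhibitor wells for full effect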
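Material: reconstituted apoptosome with Apaf-1, cytochrome c, caspase-9, procaspase-3, dATP; medium: pH 7.5 Hepes buffer with CHAPS, BSA, DTT; also added: cytochrome c and DEVD-Rh110 substrate; timing: 30 min plus 50 min, RT; signal: Rh110 fluorescence intensity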
SENP1 FRET inh: human SENP1 catalytic domain inhibitors, primary screen, biochemical, FRET, uHTS | recombinant SENP1 catalytic domain, CyPet-SUMO1-YPet FRET cleavage | AID 624204, 2012 | inhibition, % at 10 µM | hit rate 0.21% among 360,000 | Sentrin-specific protease 1 (Homo sapiens), Q9P0U3;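 active = inhibition at least 30% at 10 µM, raw YFP signal under a set limit, fluorescence ratio 0.5 to 1.5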;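 note: 0% = enzyme with DMSO and 100% = no enzyme wells; some results filed as inactive read as strong as hits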
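Assay system: hSENP1 catalytic domain, recombinant. Amount: SENP1 enzyme, 20 pM final. Schedule: 50 min reaction, RT, dark. Technique: FRET, CFP and YFP emission. Control set: no-enzyme wells low, DMSO-plus-enzyme wells high control.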
UBC13 polyUb: UBC13 polyubiquitin chain formation inhibitors, primary screen, biochemical, TR-FRET, uHTS; Ubiquitin-conjugating enzyme E2 N (Homo sapiens), P61088; inhibition, % at 20 µM; hit rate 0.47% among 330,000; AID 485273, 2010; in the data active = inhibition above about 45%, passing the limit was not always enough
* = called active by the depositor; . = not tested or not shown.

Below each SMILES – SENP7 block, SENP8 block-1, SENP8 block-2, APOBEC3G inh, SENP6 block, Apaf1 inhib, SENP1 FRET inh, UBC13 polyUb
- c1ccc(-c2onc3cc4c(cc23)OCCO4)cc1
→ 76*, -183, 78*, -4, 89*, 12, -158, -6
- Cc1cc(NC(=O)CSC2=NCCS2)no1
→ 0, 4, -2, -4, 9, 0, -1, 7
- CC(=NCCc1c(C)[nH]c2ccc(C)cc12)C1=C(O)CC(c2ccccc2)CC1=O (stereo not drawn)
→ 0, 24, 0, -7, -3, -2, -1, 6
- CC(C)c1ccc(C2NC(=S)NC3=C2C(=O)CC(C)(C)C3)cc1 (stereo not drawn)
→ 3, 8, -1, -6, -19, 10, -1, 21
- NS(=O)(=O)c1ccc(CCNC(=O)c2cncc(Br)c2)cc1
→ -8, 20, -13, 0, 0, 1, 1, 1
- Nc1c(/C=C2/C=CC(=O)C(O)=C2)c(=O)nc2sc(CC(=O)N3CCCC3)nn12
→ -4, 11, -12, 7, -22, 3, -48, -46
- CC12CC3CC(C)(C1)CC(CN1CCOCC1)(C3)C2
→ -1, 10, -12, -6, -1, -1, 3, 3
- O=C(CSc1cn(CCNC(=O)c2cccs2)c2ccccc12)NC1CCCCC1
→ -4, 4, -9, -7, -4, 12, 1, -4
- CC(C)NC(=O)N(C)C[C@H]1Oc2ccc(NC(=O)Nc3ccc(C(F)(F)F)cc3)cc2C(=O)N([C@H](C)CO)C[C@@H]1C
→ -3, 9, -14, -10, 0, 24, 0, 0
- CCn1c(CNC(=O)c2ccccc2F)cc2ccccc21
→ -5, 11, 12, -9, -2, -13, 0, 9
- CCOC(=O)C/C(C)=N\Nc1nc(-c2ccccc2)cs1
→ 1, -39, -8, -8, -9, -5, 0, 3
- CCC(=O)NNc1nc2c(F)cccc2s1
→ 0, 2, 5, -5, -8, -4, -1, 1
- COc1ccc(C2CC(c3cccc(OC)c3)n3nc(N)nc3N2)cc1 (stereo not drawn)
→ -1, -26, -11, -1, -10, 2, 3, -12
- CC(=O)c1ccc(N2CCN(C(=O)c3ccco3)CC2)c(F)c1
→ -2, -14, -6, -6, -24, 0, 2, -4
- CS(=O)(=O)c1ccc(Cl)c(NC(=O)C2CCCN(C(=O)c3ccc(Cl)cc3)C2)c1 (stereo not drawn)
→ -3, 9, 5, -7, -20, 7, 3, 1
- CC(=O)C1=C(c2ccccc2)N(C(C)=O)n2c(C)nnc2S1
→ -2, -3, -4, -3, 7, 22, 0, -8
- CCOc1ccc(C(=O)NCC(=O)NNC(=O)C2COc3ccccc3O2)cc1OCC (stereo not drawn)
→ 16, 2, 1, 1, -13, 4, 1, 0
- CCCC(=O)Oc1ccc(C2NC(=O)c3ccccc3O2)cc1 (stereo not drawn)
→ -7, -28, 0, -7, 13, -3, 1, 3
- COc1ccccc1C(=O)NC1CC2CCC(C1)N2Cc1ccccc1 (stereo not drawn)
→ -4, 6, -7, 2, -20, -2, 0, 0
- CC(=O)NCCC(=O)Nc1cccc(S(=O)(=O)N(C)c2ccccc2)c1
→ 3, 14, 0, 2, -3, -3, 1, 4
- CN(C)S(=O)(=O)N(CC(=O)N1CCC(Cc2ccccc2)CC1)c1ccccc1
→ -3, 18, -1, -6, 2, 4, 2, 3
- C=CCn1c(N)cc(=O)nc1SCC(=O)Nc1cccc2ccccc12
→ 2, -10, -4, 4, -10, -3, 0, -10
- COCCN(C(=O)Cn1nnc2ccccc21)C(C(=O)NC1CCCC1)c1ccc(OC)cc1OC (stereo not drawn)
→ 2, 24, 5, -3, -5, -9, 4, -2
- C#CCNC(=O)C1=C[C@H](c2coc3ccccc3c2=O)C[C@H](OCc2ccc(CO)cc2)O1
→ 3, 18, 7, -10, -12, -2, 0, 1
- O=C(COC(=O)c1cnc(Cl)c(Cl)c1)NC1CCCCCC1
→ -5, -2, -14, -5, -12, 7, 1, -2
- COc1ccnc(CS(=O)c2nc3cc(OC(F)F)ccc3[nH]2)c1OC (stereo not drawn)
→ -3, ., -6, -8, -24, 20, ., -6
- COc1ccc([N+](=O)[O-])cc1NC(C)C
→ -7, 9, -5, -11, 2, 13, 3, -16
- COc1ccc(S(=O)(=O)NCc2ccc3c(c2)OCO3)cc1OC
→ -6, 18, -2, -9, -16, -6, -12, -1
- COc1ccc(C(C)=O)cc1CSc1ncccn1
→ 3, 4, 8, -7, -3, -3, 0, 7
- CCS(=O)(=O)N1Cc2ccccc2CC1C(=O)Nc1cccc(OC)c1 (stereo not drawn)
→ -4, 16, -2, 1, 5, 14, -3, -6
- Cc1c(OCC(=O)NC(Cc2ccc(Cl)cc2)C(=O)O)ccc2c3c(c(=O)oc12)CCC3 (stereo not drawn)
→ 0, -78, 0, -9, -15, -6, -1, -5
- COc1ccc(Cn2cnc([N+](=O)[O-])c2)cc1[N+](=O)[O-]
→ 1, 16, -3, -7, -11, -11, 0, 0
- CN(C(=O)C1CCC(=O)N(Cc2cccc(F)c2)C1)C1CCCCC1 (stereo not drawn)
→ -10, 7, -17, -10, 14, 1, -3, -3
- O=C(C1CCCN(c2nnc(-n3cccc3)s2)C1)N1CCN(c2ccccc2)CC1 (stereo not drawn)
→ -2, 7, 1, -1, 0, 14, -1, -10
- CCOc1ccccc1NC(=S)N(CCCN1CCOCC1)Cc1cn(C)c2ccccc12
→ -12, 10, -10, -8, -15, 5, 3, 5
- Cc1noc(C)c1C(=O)N1CCN(c2ncccn2)CC1
→ -13, -4, -2, -6, 14, 9, 0, -10
- O=S(=O)(c1ccccc1)N1CCN(Cc2c(O)ccc3ccccc23)CC1
→ 6, -77, 3, 0, -6, 14, 0, 11
- CC1=CN2C(=N)/C(=C/c3ccco3)C(=O)N=C2S1
→ 38, 26, 14, -3, 52*, 4, -2, -23
- N#CCCN1CCN(S(=O)(=O)c2cc(Cl)ccc2Cl)CC1
→ -2, 9, -12, -12, -3, 1, 0, -10
- N=c1n(CC(=O)c2cccc([N+](=O)[O-])c2)c2ccccc2n1Cc1ccccc1
→ 1, 15, -3, -3, 8, 0, 3, 7
- Cc1cccc(NC(=O)COC(=O)c2cccs2)c1C
→ -8, 2, -14, -7, -23, 5, 4, -3
- NS(=O)(=O)c1ccc(CNC(=O)c2ccccn2)cc1
→ -7, 22, -5, -8, -16, -2, 2, -10
- O=C(NNc1c(Cl)cccc1Cl)c1cccs1
→ 11, 18, -10, -6, -11, -9, -1, -12
- O=C(NC(Cc1ccccc1)C(=O)O)/C(=C/c1ccc(Cl)cc1)NC(=O)c1ccco1 (stereo not drawn)
→ -7, -52, -1, -5, -15, 2, -31, 8
- Cc1cccc(C)c1NC(=O)CN(C)C(=O)C1CCCCC1
→ 5, 1, 8, -4, -8, -3, 0, 7
- COc1ccc(C(=O)NCC(=O)N/N=C/C(C)=C/c2ccccc2)cc1OC
→ 10, 12, 3, -2, 12, 14, 1, 1
- Cc1ccc(N/N=C(\C#N)C(N)=S)cc1C
→ 1, 2, 9, -2, 24, -2, 3, -17
- COc1ccc(Cl)cc1NC(=O)c1cc(S(=O)(=O)N2CCCC2)cn1C
→ -9, -5, -12, -12, -27, 23, 1, 2
- CN1CCN(Cc2ccc(-c3ccc(Cl)cc3)o2)CC1
→ -8, 18, -5, -8, -19, -5, 2, 2
- Cc1nc(Nc2cccc(O)c2)c2oc3ccccc3c2n1
→ 3, -200, 8, -1, -16, 6, -1, 0
- CN1CCN(c2ccc(CNC(=O)c3ccco3)cc2)CC1
→ 11, 10, -3, -1, -11, -2, 2, 0
- Cc1cc(C)c(NC(=O)C2CSCCS2)c(C)c1 (stereo not drawn)
→ 8, -12, 0, -3, -11, -4, 0, 4
- COc1ccc(S(=O)(=O)N2CCN(Cc3cccs3)CC2)cc1OC
→ -1, 6, 1, 1, 6, -6, 2, 0
- CC(=O)OC(C(=O)NC1CCCCC1)c1ccccc1Cl (stereo not drawn)
→ 3, 11, -8, -4, -14, 0, 3, 4
- Cc1cc(OC(C)C(=O)Nc2ccc(S(=O)(=O)Nc3onc(C)c3C)cc2)cc(C)c1Cl (stereo not drawn)
→ 3, -2, 11, -10, -8, 13, 1, -7
- CCN(CC(=O)Nc1ccccc1-c1ccccc1)Cc1nc2ccccc2c(=O)[nH]1
→ 5, 2, -5, -9, 9, -6, -6, 16
- Cn1c(=O)c2c(nc(SCC(=O)NCC3CCCO3)n2C)n(C)c1=O (stereo not drawn)
→ -12, 14, -4, -6, -5, -13, 0, -6
- CC(=O)c1ccc(OCCCC(=O)Nc2cc(S(=O)(=O)N(C)C)ccc2C)cc1
→ -4, 7, -11, -9, -3, 6, 1, -2
- Cn1ccnc1C(O)(c1nnc(-c2ccccc2)o1)C(F)(F)F (stereo not drawn)
→ -7, 21, -8, -3, 0, 1, 0, -2
- O=C(COC(=O)c1cccs1)NCCC1=CCCCC1
→ -2, 17, 0, -2, -6, 4, 1, 6

(list continues)
Below each SMILES – SENP7 block, SENP8 block-1, SENP8 block-2, APOBEC3G inh, SENP6 block, Apaf1 inhib, SENP1 FRET inh, UBC13 polyUb
- CCOC(=O)/C=C1\CN(CCC(C)C)S(=O)(=O)c2ccccc21
→ 0, 0, -1, -3, -20, 2, -1, 2
- Cc1ccccc1NC(=O)CSc1nnc(CNC(=O)c2ccco2)n1C
→ -7, 6, -2, 1, 8, 6, 1, -1
- O=C(COC(=O)c1cnccn1)Nc1ccc(Cl)cc1C(F)(F)F
→ 3, -13, 0, -1, 0, 4, -5, -4
- CCc1ccc(NC(=O)COc2ccc(F)cc2C(=O)c2cnn(-c3ccccc3)c2)cc1
→ -3, 2, -8, -5, 4, 17, 1, 7
- COc1ccccc1-n1c(SCC(N)=O)nc2c(c1=O)SCC2
→ -11, -4, -14, -12, -14, 13, -1, -3
- O=C(Nc1nc2ccsc2c(=O)s1)c1ccc(F)cc1Cl
→ 98*, -104, 86*, 6, 89*, -10, -6, -6
- Cc1ccc(OCC(=O)O/N=C(\N)c2cccnc2)cc1
→ -7, -2, -18, -6, -4, 0, 4, -10
- C=CCNC(=O)NC(=O)COC(=O)c1nc2nccc(C)n2n1
→ 1, 17, -7, -9, 19, -3, 0, 7
- O=C(NC(NC(=S)Nc1cccc(Cl)c1)C(Cl)(Cl)Cl)OCc1ccccc1 (stereo not drawn)
→ -3, 13, -1, 2, -6, 14, 1, -6
- COc1cccc(-c2cccc(NC(=O)C3CCN(Cc4cccc(C)n4)CC3)c2)c1
→ -6, 4, 8, -7, 4, -3, 1, 5
- COc1ccc(CCNC(=O)Cn2c(=O)[nH]c3ccsc3c2=O)cc1OC
→ -2, 2, 3, -1, 12, -19, 0, 10
- COC(=O)C1CCN(Cc2nnc(-c3ccccc3)o2)CC1
→ 1, -1, -10, -8, -12, 9, -2, 1
- CCN(CC)S(=O)(=O)c1cc(-c2nnc(-c3ccc(Br)cc3)o2)ccc1Br
→ 0, -12, -3, 15, -3, 1, 1, -12

Part of the list above in order of length of the SMILES, largest number first.
Below each SMILES – SENP7 block, SENP8 block-1, SENP8 block-2, APOBEC3G inh, SENP6 block, Apaf1 inhib, SENP1 FRET inh, UBC13 polyUb
- O=C(COC(=O)c1cnccn1)Nc1ccc(Cl)cc1C(F)(F)F
→ 3, -13, 0, -1, 0, 4, -5, -4
- C=CCNC(=O)NC(=O)COC(=O)c1nc2nccc(C)n2n1
→ 1, 17, -7, -9, 19, -3, 0, 7
- COc1ccccc1-n1c(SCC(N)=O)nc2c(c1=O)SCC2
→ -11, -4, -14, -12, -14, 13, -1, -3
- COC(=O)C1CCN(Cc2nnc(-c3ccccc3)o2)CC1
→ 1, -1, -10, -8, -12, 9, -2, 1

Source: PubChem
